High-throughput results: PubChem, Southern Research Specialized Biocontainment Screening Center
tuberculosis growth = growth inhibition of non-replicating M. tuberculosis (AID 488890) | one-dose inhibition, % at 25 µM; IC50 in µM for titrated hits | 320,000 tested, 0.39% active | Mycobacterium tuberculosis non-replicating, growth inhibition; higher % means a stronger effect; in the data active = a potency from the dose series; inconclusive = inhibition mostly from about 82% at the one dose, without a potency; inactive = the rest, 99 in 100 with inhibition below about 76%;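 also: plate controls were DMSO cells for no effect and high antibiotic wells for full effect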
H1N1 NS1A inhibition = H1N1 influenza NS1A inhibitors, functional cell based assay (AID 504329). inhibition, % at 12.5 µM, or IC50 in µM where a hit was titrated. NS1A functional cell-based assay, percent inhibition; higher % means a stronger effect. 340,000 tested, 0.3% active; in the data active = a potency from the dose series; inconclusive = inhibition above about 27% without an active follow-up result; also: strong numbers were not always called active
Salmonella PhoP GFP = Inhibition of PhoP regulon, Salmonella typhi GFP reporter cells, confirmation, 4 h (AID 1850). 310,000 tested, 0.33% active. inhibition, % at 50 µM, or IC50 in µM where a hit was titrated. Salmonella Typhi PhoP-promoter GFP reporter, fluorescence, 4 h; higher % means a stronger effect; in the data active = a potency from the dose series; inconclusive = inhibition mostly from about 25% at the one dose, without a potency; inactive = the rest, 99 in 100 with inhibition below about 19%;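 also: 0% = induced wells with vehicle and 100% = uninduced wells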
M. tuberculosis HTS = M. tuberculosis growth inhibition, HTS (AID 449762) | inhibition, % at 25 µM; hits with a dose series show IC50 in µM | 330,000 tested, 0.59% active | M. tuberculosis H37Rv growth inhibition, 7H9 media; higher % means a stronger effect; in the data active = a potency from the dose series; inconclusive = inhibition above about 70% without an active follow-up result;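 also: bacterial growth assessed after seven days of incubation; strong numbers were not always called active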
VEEV TC-83 Vero = inhibitors of VEEV TC-83 cytopathic effect, confirmation, Vero cells (AID 588727); inhibition, % at 20 µM, or IC50 in µM where a hit was titrated; 350,000 tested, 0.13% active; Vero cells, VEEV TC-83 cytopathic effect inhibition; higher % means a stronger effect; in the data active = a potency from the dose series; inconclusive = inhibition mostly from about 14% at the one dose, without a potency; inactive = the rest, 99 in 100 with inhibition below about 12%; also: strong numbers were not always called active
Starred values were filed as active, the others as inactive; i = inactive; u = inconclusive; x = not tested or not shown.

SMILES | tuberculosis growth | H1N1 NS1A inhibition | Salmonella PhoP GFP | M. tuberculosis HTS | VEEV TC-83 Vero
CCOC(=O)Cc1csc(NC(=S)NC(=O)c2ccc(Cl)cc2)n1 | 0.8% | 8.4% | -4.2% | 0.6% | 0.6%
CS(=O)(=O)c1cccc(C(=O)Nc2ccccc2Cc2ccccc2)c1 | -4.2% | 6.1% | 2.5% | 1.7% | 3.1%
CCN(c1ccccc1)S(=O)(=O)c1ccc(F)cc1 | -0.6% | 1.7% | 1.0% | -5.9% | 2.2%
COc1cccc(C(=O)NCC(=O)N/N=C/c2cccc(OC(=O)c3ccc([N+](=O)[O-])cc3)c2)c1 | 44.2% | -3.9% | -2.6% | 4.3% | 1.4%
Cc1ccc(OCC(=O)Nc2ccccc2Sc2ccc(Cl)cc2)c([N+](=O)[O-])n1 | 37.3% | -1.6% | -8.0% | 16.6% | 1.1%
N#CCSc1ccccc1NC(=O)COC(=O)CCNC(=O)c1ccc([N+](=O)[O-])cc1 | x | -2.8% | x | x | 1.6%
O=C1CC(C(=O)Nc2ccc(O)c(C(=O)O)c2)C(c2ccccc2)O1 (stereo not given) | -9.8% | -16.6% | 2.2% | 1.2% | 0.1%
O=C(NCc1cccnc1)c1ccc(COc2ccccc2Br)cc1 | 40.7% | 16.8% | 3.8% | 0.2% | i
CC(C)(C)SCCNS(=O)(=O)c1ccc(F)cc1 | -10.4% | 12.1% | 1.4% | -0.3% | 0.2%
O=C(Nn1c(O)c(C=C2N=c3ccccc3=N2)sc1=S)c1cccc(Cl)c1 | x | 3.3% | -6.3% | x | i
CCCC(=O)Nc1ccc(C(=O)NCc2ccccc2Cl)cc1 | 2.1% | 13.3% | 1.0% | 5.4% | 2.9%
Cc1c(CN2CCCC(C)C2)c(O)n(CCO)c(=O)c1C#N (stereo not given) | -12.2% | -2.4% | 13.3% | -1.2% | 0.9%
CCCCN1C(=O)C(=O)N(CC(=O)Nc2sc(CC)cc2C(=O)OCC)C1=O | -15.2% | -8.6% | -5.3% | -4.3% | 0.6%
COc1ccccc1-c1nnc(SC2CCc3ccccc3NC2=O)s1 (stereo not given) | 5.6% | 0.3% | -2.6% | -8.4% | i
CCOC(=O)c1cccc(NC(=O)Nc2ccc(OCC)cc2)c1 | 23.7% | -6.6% | -16.2% | 8.2% | 1.3%
Cc1ccc2c(=O)c(C(=O)NCc3cccs3)c[nH]c2c1 | -6.5% | -1.9% | -0.1% | 2.8% | 1.0%
Cc1cccc(N(C)c2ccc3cc(S(=O)(=O)N4CCCC4)ccc3n2)c1 | 13.9% | -4.1% | 5.1% | 3.2% | 1.3%
CCN(CC(=O)NC1CCS(=O)(=O)C1)c1ccc(S(=O)(=O)N(CC)CC)cc1[N+](=O)[O-] (stereo not given) | 12.6% | -2.3% | x | -6.8% | 3.5%
c1ccc(-n2ncc3c2ncn2nc(CSc4nc5ccccc5s4)nc32)cc1 | -5.5% | 0.6% | 7.0% | -3.0% | i
CCc1ccc(NC(=O)CN(c2cc(C)cc(C)c2)S(=O)(=O)c2c(C)[nH]c(=O)[nH]c2=O)cc1 | 11.7% | 17.2% | 2.8% | -0.6% | 4.0%
CNC(=O)c1ccc(C)c(NC(=O)C2=C(C)OCCS2)c1 | 3.9% | -16.2% | 2.5% | 3.0% | i
CC(C)C(=O)NNC(=O)CSc1nnnn1C(C)C | 0.2% | -5.1% | 0.3% | -1.8% | 0.1%
Cc1ccc(Cc2nnc3n(-c4cccc(C)c4)nc(C(=O)c4ccccc4)n3c2=O)cc1 | 2.8% | -4.7% | -0.1% | -5.8% | 1.9%
COc1ccc(CCNC(=O)C(=O)c2c[nH]c3ccccc23)cc1OC | 7.3% | -1.3% | 5.9% | -3.5% | 9.6%
COc1ccc(S(=O)(=O)Nc2ccc3c(c2)CC(=O)N([C@@H](C)CO)C[C@H](C)[C@@H](CN(C)S(=O)(=O)c2ccc(F)cc2)O3)cc1 | 10.4% | -0.2% | x | 0.1% | 5.1%
NNC(=O)c1ccc2ccccc2n1 | x | -4.6% | x | x | i
CCC(CC)C(=O)NN(C(=O)c1ccncc1)C1CC(=O)N(c2ccccc2)C1=O (stereo not given) | -15.7% | -21.2% | 1.6% | 1.0% | 0.1%
Nc1ccc(C(=O)Nc2cccc(NC(=O)c3ccc(N)cc3)c2)cc1 | 10.2% | -20.9% | -7.2% | -3.6% | 0.4%
CCC(=O)Nc1nonc1-c1nc2ccccc2n1CCC(C)C | 24.2% | 3.8% | -7.9% | 12.9% | 2.5%
COc1cc2c(cc1NC(=O)COC(=O)/C=C/c1ccccc1)oc1ccccc12 | 9.6% | -4.8% | -3.5% | -2.0% | i
CC(=O)O[C@@H]1[C@H]2[C@@H](C[C@@H](C)[C@@H]3C=CC(=O)[C@@]13C)OC(=O)[C@@H]2C | 1.0% | 7.9% | 6.9% | 2.2% | i
Cc1cc(/C=C(/C#N)c2cccc(F)c2)c(C)n1-c1cccnc1 | 24.5% | 5.9% | 4.7% | >100µM* | 0.8%
CCn1nc(NC(=O)c2ccncc2)c2cc3cccc(C)c3nc21 | -4.3% | -2.8% | -14.2% | 0.2% | i
CN(C)S(=O)(=O)c1cccc(NC(=S)NCc2ccco2)c1 | 39.5% | -2.9% | 7.5% | 4.5% | 1.6%
O=C(CSc1n[nH]c(-c2ccncc2)n1)Nc1ccccn1 | 1.5% | 11.7% | -4.4% | -3.8% | 0.3%
Cc1ccc(S(=O)(=O)N2CCCN(S(=O)(=O)c3ccc4ccccc4c3)CC2)cc1 | -19.2% | 1.6% | 0.8% | -5.1% | 0.7%
Cc1c(Cc2ccccc2)c(=O)oc2cc(O)cc(O)c12 | -1.0% | -4.0% | 10.8% | -1.9% | 1.6%
CC(=O)c1ccc(NC(=O)N2CCN(c3ccc(C)cc3)C(C)C2)cc1 (stereo not given) | 33.3% | -3.0% | -17.4% | 6.8% | i
Cc1ccc(NC(=O)CSc2nc3ncc(Cl)cc3[nH]2)c(C)c1 | -2.9% | -3.2% | -0.1% | 3.1% | i
Cn1c(=O)[nH]c(=O)c2c1nc(N1CCCCCC1)n2Cc1cccc2ccccc12 | 1.4% | -1.2% | -5.3% | -0.6% | 0.3%
Cc1cc(CN(C)C(=O)c2ccc(OC3CCN(S(=O)(=O)N(C)C)CC3)cc2)n[nH]1 | -15.2% | -3.3% | 12.6% | -2.1% | 1.5%
Cc1cc(-c2ccco2)n(CC(=O)O)n1 | -19.6% | 5.8% | -11.5% | -1.6% | 1.1%
Cc1ccc(C(=O)Nc2ccc(O)cc2C(=O)O)cc1C | 22.7% | -3.6% | 3.3% | 7.0% | 2.4%
Cn1c(CN2CCOCC2)nc2cc(NC(=O)c3ccc(F)cc3)ccc21 | 10.6% | 1.2% | 2.0% | 2.0% | 2.0%
CCOc1ccc(S(=O)(=O)NNC(=O)c2cc3ccccc3o2)cc1 | 7.0% | -5.6% | -5.2% | 1.1% | 1.3%
CC1CC(OC(=O)c2ccccc2)CC(C)N1C (stereo not given) | 4.4% | -4.0% | -3.3% | -7.5% | 0.2%
Cc1cc2ncn(S(=O)(=O)N(C)C)c2cc1C | 7.1% | -3.0% | 6.9% | -15.1% | i
CC(C)C(=O)N1CCC(CN=CC2=C(O)CC(C)(C)CC2=O)CC1 | -15.0% | 3.9% | 13.5% | 5.7% | i

Single records, as listed above. Screens in order: tuberculosis growth, H1N1 NS1A inhibition, Salmonella PhoP GFP, M. tuberculosis HTS, VEEV TC-83 Vero
Cc1ccc(NC(=O)CSc2nc3ncc(Cl)cc3[nH]2)c(C)c1 across the screens: -2.9%, -3.2%, -0.1%, 3.1%, i
CC(C)C(=O)N1CCC(CN=CC2=C(O)CC(C)(C)CC2=O)CC1 across the screens: -15.0%, 3.9%, 13.5%, 5.7%, i

Remaining list, next part:
SMILES | tuberculosis growth | H1N1 NS1A inhibition | Salmonella PhoP GFP | M. tuberculosis HTS | VEEV TC-83 Vero
CCOc1ccc(NC(=O)CC2C(=O)N(CC)C(=S)N2CCNC(C)=O)cc1 (stereo not given) | 14.2% | -0.7% | -13.7% | -1.6% | 0.1%
COc1ccc(CNC(=O)Cn2cnc3c(SC)nc(N)nc32)cc1 | -1.2% | -10.5% | x | -4.0% | 0.3%
CCc1ccc(-c2csc3ncn(Cc4ccc(C(=O)O)cc4)c(=O)c23)cc1 | 27.1% | -1.0% | -1.0% | 4.4% | 2.3%
CC(C)(C)NC(=O)CCN(/N=C/c1ccccc1F)C1=NS(=O)(=O)c2ccccc21 | -1.5% | -24.4% | 0.2% | 9.5% | 0.4%
CC1C(=O)OC(c2ccc(Br)cc2)C(C)(C)C1=O (stereo not given) | 0.2% | -20.1% | -2.6% | 1.8% | 3.2%
COc1ccc(N2C(=O)C3ON(C4SC(=S)N(C)C4(C)C)C(c4ccc([N+](=O)[O-])cc4)C3C2=O)cc1 (stereo not given) | -1.0% | 11.7% | 4.2% | 3.6% | 4.5%
Cc1cccc(NC(=O)C2CCN(S(=O)(=O)c3ccc4c(c3)NC(=O)CO4)CC2)c1C | 4.3% | -13.3% | -4.5% | 4.7% | i
Cc1ccc2c(c1)N/C(=C(\C=C(/Cl)[N+](=O)[O-])[N+](=O)[O-])N2 | 56.2% | x | 99.7µM* | u | x
O=C(c1ccccc1Cl)N(Cc1ccccc1F)N1C(=O)CCCC1=O | -9.5% | -8.7% | -23.9% | 4.7% | 1.4%
Cc1ccc(-c2nc3ccc(Cl)cc3n2OC(C)C(=O)O)cc1 (stereo not given) | -18.8% | 6.2% | 1.8% | 15.9% | i
O=[N+]([O-])c1ccccc1Nc1cccnc1 | 8.7% | 6.7% | 20.5% | 7.4% | 0.2%
COc1ccc(/C(O)=C2/C(=O)C(=O)N(c3ccccn3)C2c2ccc(F)cc2)cc1 (stereo not given) | 22.4% | -11.1% | 13.3% | 1.1% | 0.3%

Among those listed so far, these have a Cl atom:
SMILES | tuberculosis growth | H1N1 NS1A inhibition | Salmonella PhoP GFP | M. tuberculosis HTS | VEEV TC-83 Vero
CCOC(=O)Cc1csc(NC(=S)NC(=O)c2ccc(Cl)cc2)n1 | 0.8% | 8.4% | -4.2% | 0.6% | 0.6%
Cc1ccc(OCC(=O)Nc2ccccc2Sc2ccc(Cl)cc2)c([N+](=O)[O-])n1 | 37.3% | -1.6% | -8.0% | 16.6% | 1.1%
O=C(Nn1c(O)c(C=C2N=c3ccccc3=N2)sc1=S)c1cccc(Cl)c1 | x | 3.3% | -6.3% | x | i
CCCC(=O)Nc1ccc(C(=O)NCc2ccccc2Cl)cc1 | 2.1% | 13.3% | 1.0% | 5.4% | 2.9%
Cc1ccc(NC(=O)CSc2nc3ncc(Cl)cc3[nH]2)c(C)c1 | -2.9% | -3.2% | -0.1% | 3.1% | i
Cc1ccc2c(c1)N/C(=C(\C=C(/Cl)[N+](=O)[O-])[N+](=O)[O-])N2 | 56.2% | x | 99.7µM* | u | x
O=C(c1ccccc1Cl)N(Cc1ccccc1F)N1C(=O)CCCC1=O | -9.5% | -8.7% | -23.9% | 4.7% | 1.4%
Cc1ccc(-c2nc3ccc(Cl)cc3n2OC(C)C(=O)O)cc1 (stereo not given) | -18.8% | 6.2% | 1.8% | 15.9% | i

Next section.
SMILES | tuberculosis growth | H1N1 NS1A inhibition | Salmonella PhoP GFP | M. tuberculosis HTS | VEEV TC-83 Vero
CCOC(=O)Cc1cc(=O)n2[nH]c(C)cc2n1 | -6.8% | 0.4% | 7.3% | 8.6% | 3.4%
Nn1cnnc1N/N=C/c1ccc(Cl)cc1Cl | 70.0% | -12.4% | 12.9% | -1.4% | 1.5%
NS(=O)(=O)c1ccc(NC(=S)N2CCN(C(=O)C3CCCO3)CC2)cc1 (stereo not given) | 9.9% | -10.6% | -5.4% | -14.2% | 1.7%
O=c1c2ccccc2c2ccccc2c(=O)n1Cc1cccnc1 | -1.4% | 2.9% | 13.0% | -9.6% | i
Oc1ccc(/C=N/Nc2nccnc2Cl)cc1 | 20.9% | 5.5% | -3.2% | -8.7% | 4.2%
Cc1ccc(Nc2nc3c(c(=O)[nH]2)CCCC3)cc1 | -8.6% | -0.3% | -12.7% | 4.0% | 1.7%
O=C(c1ccc(Cl)cc1)c1ccccc1C(=O)N1CCOCC1 | 4.3% | -3.1% | 7.7% | 6.3% | i
CCOC(=O)C1=C(C)N(c2ccccc2)C(=O)/C1=C\c1ccc(O)c(OC)c1 | 26.1% | 21.8% | -2.0% | -7.1% | 3.4%
